Compound activity (PubChem BioAssay)
PTHR1 ag – activates the human parathyroid hormone receptor PTHR1; Q03431; HEK293 GP2 PTHR1 cells, GloSensor cAMP luminescence, 1 h; Potency, µM (titrated, usually from 115 µM), inactives show at the highest dose activation, usual class: activators; 410,000 tested, 0.075% active; note: potency is the fitted concentration of half-maximal effect; nearly all actives have a fitted effect of over 55% in size; some results filed as inactive show a strong effect at the top dose; inactives centre near -15; many of its hits are not listed in these tables
Target sequence (Q03431 whole entry, looked up): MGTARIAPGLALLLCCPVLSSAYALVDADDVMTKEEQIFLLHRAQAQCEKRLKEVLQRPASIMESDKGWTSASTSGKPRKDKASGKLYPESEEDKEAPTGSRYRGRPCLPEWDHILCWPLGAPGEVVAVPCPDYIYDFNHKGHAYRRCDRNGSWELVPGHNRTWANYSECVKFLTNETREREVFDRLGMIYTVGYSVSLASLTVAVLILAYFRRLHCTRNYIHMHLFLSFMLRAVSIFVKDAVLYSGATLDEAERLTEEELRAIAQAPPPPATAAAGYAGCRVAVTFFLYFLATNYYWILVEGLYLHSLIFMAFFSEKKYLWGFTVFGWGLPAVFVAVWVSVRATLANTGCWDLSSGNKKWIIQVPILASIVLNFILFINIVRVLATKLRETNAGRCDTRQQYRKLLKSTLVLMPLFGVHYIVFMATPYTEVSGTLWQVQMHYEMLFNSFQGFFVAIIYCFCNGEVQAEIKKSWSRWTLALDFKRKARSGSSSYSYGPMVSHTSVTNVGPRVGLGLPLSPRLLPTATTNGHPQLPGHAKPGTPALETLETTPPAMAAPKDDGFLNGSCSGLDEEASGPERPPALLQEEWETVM
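HEK-293-derived GP2 cells expressing PTHR1 and a GloSensor cAMP reporter, 3,000/well, plated overnight, given luciferin plus IBMX (each 0.5 mM as added) for 1 h at 37 °C, then compound for 1 h at 37 °C. Luminescence was read after 15 min at room temperature.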
GLP1R cytotox – cytotoxicity in counter-screen for GLP-1R inverse agonists; Potency, µM (titrated, usually from 38.3 µM), without a hit: at the highest dose activity change, negative = inhibition, hits mostly inhibitors; HEK293 cAMP-luciferase reporter cells, luminescence, 24 h; 410,000 tested, 0.13% active;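 note: loss of luciferase light is scored as toxicity; potency is the fitted concentration of half-maximal effect; % is set by controls: 0 for no effect and ±100 for the full control effect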
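Luminescence readout: signal drop marks cytotoxicity. Plated cells grew 12 h at 37 °C, 5% CO2, received 23 nL compound for 24 h, then got luciferase reagent, read after 12 min at RT.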
aSyn yeast inh – rescues yeast growth from alpha-synuclein toxicity. Yeast expressing alpha-synuclein, growth rescue, BacTiter-Glo, 24 h. Potency, µM (highest dose often 46.1 µM), without a hit: top-dose growth rescue (activation), most hits filed as activators. 370,000 tested, 0.14% active. AID 652106; note: potency is the fitted concentration of half-maximal effect; % of control where 0% means no effect; nearly all actives have a fitted effect of over 65% in size
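Readout is rescue of growth in alpha-synuclein-expressing yeast, so inhibitors of toxicity appear as activators. Growth after 24 hr at 30 deg C in galactose medium is quantified by luminescence.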
TDP-43 yeast inh – rescues yeast growth from TDP-43 toxicity | TDP-43 expressing yeast growth rescue, BacTiter-Glo, 24 h | Potency, µM (top dose mostly 46.1 µM), for inactives: at the highest dose growth rescue (activation), hits mostly activators | 410,000 tested, 1.8% active | AID 652104; note: potency is the fitted concentration of half-maximal effect; % of control where 0% means no effect; nearly all actives have a fitted effect of over 50% in size
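Readout is BacTiter-Glo luminescence of cell growth, so inhibitors register as activators. TDP-43-expressing yeast at OD600=0.02 in galactose medium, after raffinose pregrowth to mid-log, were incubated with compound for 24 hr at 30 deg C.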
Akt phos inh – Akt phosphorylation inhibition | Neuro2A IGF-stimulated pAkt S473 HTRF, 20 min; active compounds read low | activity change, % for hits at 50 µM | 360,000 tested, 0.32% active | AID 651550; in the data active = activity change below about -80%; inconclusive = mostly about -51% to -80%; note: % is set by controls: 0 for no effect and ±100 for the full control effect
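Neuro2A cells (4,500/well, DMEM with 0.5% FBS) were treated with compound at a single 50 µM final concentration, stimulated with 6 nM IGF for 20 min at 37 °C, and lysed. Phospho-Akt Ser473 was read by HTRF as 665/615 ratio ×10^4.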
MmCpn inh – M. maripaludis TRiC chaperonin inhibition; 330,000 tested, 0.031% active; purified Mm-Cpn ATPase, ADP Transcreener TR-FRET; Potency, µM (top dose mostly 76.9 µM), without a hit: at the highest dose activity, negative = inhibition, actives largely listed as inhibitors; note: potency is the fitted concentration of half-maximal effect; % is set by controls: 0 for no effect and ±100 for the full control effect; nearly all actives have a fitted effect of over 80% in size
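ATP (10 uM final) was added to archaeal chaperonin (25 nM final) after 10 min exposure to test compound at 37°C; after 30 min further incubation, ADP was detected by competitive TR-FRET.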
Abeta yeast res – A-beta toxicity reversal in yeast | 410,000 tested, 0.063% active | Potency, µM (highest dose often 46.1 µM), inactives show at the top dose growth rescue, hits mostly activators | yeast expressing A-beta42, growth rescue, OD600, 48 h; response scale: 0% DMSO, 100% iron-clioquinol control | AID 1347071; note: potency is the fitted concentration of half-maximal effect; nearly all actives have a fitted effect of over 55% in size
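Growth rescue measured by 600 nm absorbance after 48 h yeast culture at 30 C with compound. Values normalized between DMSO and an equimolar ferric chloride plus clioquinol control.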
GLP-1R inv ag – GLP-1 receptor (human) inverse agonism | P43220 | HEK293 GLP-1R CRE-luciferase, luminescence, 24 h; GLP-1R form is constitutively active | Potency, µM (doses to about 38.3 µM), for inactives: top-dose activity change, negative = inhibition, most hits filed as inhibitors | 410,000 tested, 1.6% active | AID 624417; note: potency is the fitted concentration of half-maximal effect; % is set by controls: 0 for no effect and ±100 for the full control effect; nearly all actives have a fitted effect of over 55% in size
Target sequence (P43220 whole entry, looked up): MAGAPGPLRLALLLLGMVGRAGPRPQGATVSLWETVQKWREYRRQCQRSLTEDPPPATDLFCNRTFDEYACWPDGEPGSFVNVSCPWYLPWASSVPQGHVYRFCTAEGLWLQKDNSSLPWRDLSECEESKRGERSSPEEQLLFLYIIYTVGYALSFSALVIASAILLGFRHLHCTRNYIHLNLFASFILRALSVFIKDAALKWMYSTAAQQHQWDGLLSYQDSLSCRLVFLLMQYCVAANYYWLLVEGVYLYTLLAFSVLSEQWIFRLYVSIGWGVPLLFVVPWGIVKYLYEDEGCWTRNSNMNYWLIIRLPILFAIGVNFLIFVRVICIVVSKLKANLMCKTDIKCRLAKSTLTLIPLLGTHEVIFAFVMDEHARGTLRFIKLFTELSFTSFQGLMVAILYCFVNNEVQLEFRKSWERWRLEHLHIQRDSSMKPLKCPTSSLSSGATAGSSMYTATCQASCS
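Inverse agonism was detected as reduced cAMP-driven luciferase luminescence after 24 h compound treatment. The cells were HEK293 clones expressing constitutively active human GLP-1R with the reporter. Reporter-only and GPR119 cell lines served as counterscreen controls.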
FUS yeast rescue – FUS proteinopathy suppression in yeast; 390,000 tested, 0.24% active; S. cerevisiae FUS-expressing, growth rescue, OD600, 24 h; Potency, µM (top dose mostly 76.6 µM), for inactives: at the highest dose growth rescue (activation), actives largely listed as activators;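 note: potency is the fitted concentration of half-maximal effect; plate controls were DMSO vehicle for no effect and reference control for full effect; nearly all actives have a fitted effect of over 55% in size; some results filed as inactive show a strong effect at the top dose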
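Yeast FUS proteinopathy model; galactose-induced FUS (2%), starting OD 0.005. Cpds in dilution series, 24hr, 30C, 99% humidity. Abs 600 nm growth. Pos ctrl CP55940 (top 92uM final); neg ctrl DMSO.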
* marks the source's active call; other numbers are inactive results; i = inactive; ? = inconclusive; / = not tested or not shown; & = joins results of further samples; [ ] = remark or other dose. Unless noted, calls come from the whole dose curve; as a rule, active = well fitted curve in the direction sought with a large enough effect; inconclusive = small, poorly fitted or top-dose-only effect, or another doubt; inactive = no such curve, though single readings can be large; an effect the other way counts as inactive or inconclusive. An excerpt (hit frequency here may not be typical).

Results follow in this order: PTHR1 ag	GLP1R cytotox	aSyn yeast inh	TDP-43 yeast inh	Akt phos inh	MmCpn inh	Abeta yeast res	GLP-1R inv ag	FUS yeast rescue
#1 Cc1cccc(C)c1NC(=O)COC(=O)C1Cc2ccccc2CN1C(=O)c1ccccc1 (stereo not drawn)
→ i	13%	20%	?	i	-4%	5%	-4%	/
#2 CC(=O)NNC(=S)NCCc1ccccc1
→ -7%	4%	2%	0%	i	2%	-3%	1%	-9%
#3 Cc1cc(C(=O)N2CCC2(C)C(=O)NS(=O)(=O)c2cccc(Cl)c2)nn1C (stereo not drawn)
→ -9%	-5%	4%	?	i	/	9%	5%	-18%
#4 Cc1cccc(N2CCN(C(=O)c3ccc(N4CCCC4=O)cc3)CC2)c1C
→ -14%[57.5 µM]	6%	8%	9%	i	0%	-16%	-21%	35%
#5 CC(=O)NNC(=S)NC(=O)C(c1ccccc1)c1ccccc1
→ i	0%	29%	25µM*	i	1%	?	-25%	11%
#6 Cc1ccc(C)c(NC(=O)Nc2cc3c(cc2N2CCCCC2)n(C)c(=O)n3C)c1
→ -74%[inhibitor]	-12%	/	23%	/	/	-12%	-11%	21%
#7 CN(C(=O)c1ccc(OC2CCN(S(=O)(=O)N(C)C)CC2)cc1)C1CCCCC1
→ -25%	9%	6%	-7%	i	3%	3%	21%	-3%
#8 O=C(CN(c1cccc([N+](=O)[O-])c1)S(=O)(=O)c1ccccc1)N1CCCCC1
→ i	2%	0%	11%	i	2%	0%	-11%	12%
#9 CCCCOC(=O)Nc1nnc(COc2ccccc2)s1
→ -5%	0%	-8%	-6%	i	2%	3%	0%	-12%
#10 Cc1ccc(S(=O)(=O)Nc2ccccc2C(=O)NCC2CCCO2)cc1 (stereo not drawn)
→ -62%[inhibitor]	-9%	9%	0%	i	-3%	18%	15%	13%
#11 CCOC(=O)C1CCN(S(=O)(=O)c2ccc(OC)c(Cl)c2)CC1
→ -11%	5%	3%	-17%	i	1%	-6%	6%	1%
#12 Cc1nc2c(c(C)c1C#N)C(=O)c1ccccc1-2
→ i	8%	22%	0%	i	-12%	-6%	24%	-5%
#13 O=C(O)c1cccc(S(=O)(=O)NCc2cccs2)c1
→ i	3%	4%	9%	i	-1%	1%	7%	4%
#14 O=C(NC1(C(F)(F)F)NC(=O)N(Cc2cccnc2)C1=O)c1ccc(F)cc1 (stereo not drawn)
→ 3%[57.5 µM]	-20%	6%	1%	i	1%	-2%	0%	12%
#15 CCOC(=O)C1CCCN(S(=O)(=O)Cc2ccccc2)C1 (stereo not drawn)
→ -10%[57.5 µM]	1%	-5%	-11%	i	-2%	2%	1%	-12%
#16 Cc1cccc(CNc2ncnc3ccc(-c4cccnc4)cc23)c1
→ i	/	/	/	/	1%&-1%	6%	/	15%
#17 COc1cc(OC)cc(C(=O)N2CCN(C(=O)c3ccc(OC)c(OC)c3)CC2)c1
→ i	-10%	0%	2%	i	-2%	-5%	25%	3%
#18 CCCN1CCN(c2ncnc3sc(C(=O)Nc4ccc(N(CC)CC)cc4C)c(C)c23)CC1
→ i	-19%	/	-10%	/	/	-15%	?	5%
#19 CCOc1ccccc1C1CC(c2ccc(Br)cc2)Nc2nc(N)nn21 (stereo not drawn)
→ -20%	-10%	0%	16%	i	0%	6%	?	10%
#20 CCc1ccc(C(=O)OCC(=O)N(CCOC)c2c(N)n(Cc3ccccc3)c(=O)[nH]c2=O)cc1
→ i	-1%	10%	4%	i	3%	-5%	7%	8%
#21 COc1ccc(C(=O)NCC(=O)N2CC=C(c3ccccc3)CC2)cc1OC
→ -46%[inhibitor]	-16%	-3%	18%	i	0%	-12%	?	15%
#22 Cc1ccccc1OC(C)C(=O)Nc1ccc(S(=O)(=O)Nc2nccs2)cc1 (stereo not drawn)
→ i	-11%	5%	-14%	i	0%	-4%	-7%	28%
#23 COc1ccccc1OC(C)c1nnc(SCC(=O)Nc2c(C)n(C)n(-c3ccccc3)c2=O)n1-c1ccccc1 (stereo not drawn)
→ i	4%	-2%	-14%	i	1%	-18%	-19%	21%
#24 N#Cc1nc(/C=C/c2ccc(F)cc2)oc1NCc1ccc(F)cc1
→ -51%[inhibitor]	2%	/	12%	/	/	-12%	8%	1%
#25 CN1C2=C(C#N)C(c3ccccc3)(C(F)(F)F)NC(=O)N2c2ccccc21 (stereo not drawn)
→ -6%[57.5 µM]	-9%	-2%	-5%	i	-1%	-6%	-2%	22%
#26 CC[C@@H]1CN(C)[C@H]2Cc3c([nH]c4ccccc34)C(=O)C[C@@H]1[C@@H]2C(=O)OC
→ -18%	16%	0%	-2%	i	/	-16%	-9%	-3%
#27 COc1c(C)cccc1C(=O)Nc1ccc(N2CCOCC2)c(Cl)c1
→ -26%[57.5 µM]	-2%	15%	17%	i	2%	?	-15%	32%
#28 O=C(CSc1nc(=O)n2ccccc2n1)Nc1cccc2ccccc12
→ i	-4%	2%	-1%	i	-1%	9%	18%	9%
#29 N=c1c(C(=O)NCC2CCCO2)cc2c(=O)n3ccccc3nc2n1C1CCCC1 (stereo not drawn)
→ 19%	283%[activator]	-2%	-4%	i	0%	2%	21%	25%
#30 Cc1cnc(NC(=O)CSc2nnc(-c3ccccc3)n2Cc2ccccc2)s1
→ i	-21%	-7%	1%	i	3%	-7%	?	3%

Reformatted: entries from further up
#20 CCc1ccc(C(=O)OCC(=O)N(CCOC)c2c(N)n(Cc3ccccc3)c(=O)[nH]c2=O)cc1
#21 COc1ccc(C(=O)NCC(=O)N2CC=C(c3ccccc3)CC2)cc1OC
#22 Cc1ccccc1OC(C)C(=O)Nc1ccc(S(=O)(=O)Nc2nccs2)cc1 (stereo not drawn)
assay / entry | 20 | 21 | 22
PTHR1 ag | i | -46%[inhibitor] | i
GLP1R cytotox | -1% | -16% | -11%
aSyn yeast inh | 10% | -3% | 5%
TDP-43 yeast inh | 4% | 18% | -14%
Akt phos inh | i | i | i
MmCpn inh | 3% | 0% | 0%
Abeta yeast res | -5% | -12% | -4%
GLP-1R inv ag | 7% | ? | -7%
FUS yeast rescue | 8% | 15% | 28%

(more compounds)
Results follow in this order: PTHR1 ag	GLP1R cytotox	aSyn yeast inh	TDP-43 yeast inh	Akt phos inh	MmCpn inh	Abeta yeast res	GLP-1R inv ag	FUS yeast rescue
#31 CN1OC[C@@H]2CN(Cc3ccccc3)[C@H](c3ccc(-n4ccnc4)cc3)C[C@@H]21
→ -4%	7%	1%	6%	i	/	-12%	21%	-15%
#32 Cc1ccc(Cl)c(OCC(=O)NCc2ccco2)c1
→ i	1%	1%	-16%	i	1%	0%	-6%	22%
#33 CCN(CC)CCN1C(=O)C(=O)/C(=C(/O)c2ccc3c(c2)CC(C)O3)C1c1ccc(OC)cc1 (stereo not drawn)
→ -18%	-23%	2%	2%	i	-4%	-5%	-20%	12%
#34 O=C(O)COc1ccc2nsnc2c1Cl
→ ?	68%[activator]	-13%	-7%	i	6.3µM*	-8%	?	/
#35 COc1ccccc1N1CCN(C(=O)c2cnn(C(C)(C)C)c2C2CCN(C(=O)OC(C)(C)C)CC2)CC1
→ -4%	-3%	/	23%	/	/	-2%	1%	30%
#36 Cc1ccc(S(=O)(=O)N2CCN(C(=O)c3ccccc3-c3nc4ccccc4s3)CC2)c(C)c1
→ i	13%	2%	15%	i	-2%	3%	2%	-8%
#37 CCCCC(=O)Nc1ccc(C(N)=O)cc1
→ i	30%	0%	6%	i	1%	-30%	0%	16%
#38 COc1ccc(OC)c(-c2cc(C(=O)N/N=C(\C)c3cccnc3)c3ccccc3n2)c1
→ i	-5%	-3%	-9%	i	-1%	-7%	1%	33%
#39 CCN(CC)S(=O)(=O)c1ccc(N2CC(C(=O)N3CCOCC3)CC2=O)cc1 (stereo not drawn)
→ i	4%	-3%	13%	i	1%	2%	-6%	3%
#40 CCOc1ccc(NC(=O)c2sc(N3CCOCC3)nc2-c2ccccc2)cc1
→ i	-9%	-12%	-2%	i	-1%	-9%	-10%	-13%
#41 Cc1cc(Oc2ccc(Cl)cc2)nc(SCC(=O)c2ccccc2)n1
→ -14%	29%	14%	-32%[inhibitor]	i	-2%	-28%	?	/
#42 Cc1cc(/C=N\NC(=O)CC(=O)NC2CCCCC2)c(C)n1-c1ccc(Cl)cc1
→ i	-22%	0%	-11%	i	1%	15%	0%	25%
#43 Cc1ccc(-c2nc3cc(Cl)ccc3o2)cc1
→ -31%[inhibitor]	-4%	-15%	-6%	i	-6%	-10%	13%	10%
#44 COCCNC(=O)c1ccc(-c2ccc(OC)cc2C)c2ccoc12
→ ?	-40%	15%	?	i	/	-37%	-24%	11%

3 compounds already listed, sorted by length of the SMILES, smallest number first.
Results follow in this order: PTHR1 ag	GLP1R cytotox	aSyn yeast inh	TDP-43 yeast inh	Akt phos inh	MmCpn inh	Abeta yeast res	GLP-1R inv ag	FUS yeast rescue
#43 Cc1ccc(-c2nc3cc(Cl)ccc3o2)cc1
→ -31%[inhibitor]	-4%	-15%	-6%	i	-6%	-10%	13%	10%
#32 Cc1ccc(Cl)c(OCC(=O)NCc2ccco2)c1
→ i	1%	1%	-16%	i	1%	0%	-6%	22%
#31 CN1OC[C@@H]2CN(Cc3ccccc3)[C@H](c3ccc(-n4ccnc4)cc3)C[C@@H]21
→ -4%	7%	1%	6%	i	/	-12%	21%	-15%
